# mIAP activ: mouse IAP activation. AID 2805. hit rate 0.24% among 330,000. muIAP, CDP-Star luminescence, 30 min; active compounds read high; 1 = vehicle-only enzyme signal, 0 = enzyme-free wells. activation factor at 10 µM;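 active = activation factor of at least 2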; note: the source names both 10 and 20 µM as test concentration; values of inactives mirror those of a sister screen read the other way
#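 also added = chemiluminescent substrate CDP-Star | test system = mouse IAP enzyme | signal = chemiluminescence readout | compound = DMSO-dissolved test compounds | incubation = 30 min at room temperature | benchmarks = DMSO wells, no-enzyme wells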
# hIAP inh: blocks human intestinal alkaline phosphatase; P09923; hit rate 0.12% among 330,000; AID 2544; purified IAP, CDP-Star luminescence, 30 min; inhibition, % at 10 µM;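 active = inhibition reaching a set limit with compound at 10 µM in the primary screen, cut at about 35% in these data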;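 note: plate controls were DMSO wells with enzyme for no effect and no-enzyme buffer wells for full effect; values of inactives mirror those of a sister screen read the other way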
# Target sequence (P09923 whole entry, looked up): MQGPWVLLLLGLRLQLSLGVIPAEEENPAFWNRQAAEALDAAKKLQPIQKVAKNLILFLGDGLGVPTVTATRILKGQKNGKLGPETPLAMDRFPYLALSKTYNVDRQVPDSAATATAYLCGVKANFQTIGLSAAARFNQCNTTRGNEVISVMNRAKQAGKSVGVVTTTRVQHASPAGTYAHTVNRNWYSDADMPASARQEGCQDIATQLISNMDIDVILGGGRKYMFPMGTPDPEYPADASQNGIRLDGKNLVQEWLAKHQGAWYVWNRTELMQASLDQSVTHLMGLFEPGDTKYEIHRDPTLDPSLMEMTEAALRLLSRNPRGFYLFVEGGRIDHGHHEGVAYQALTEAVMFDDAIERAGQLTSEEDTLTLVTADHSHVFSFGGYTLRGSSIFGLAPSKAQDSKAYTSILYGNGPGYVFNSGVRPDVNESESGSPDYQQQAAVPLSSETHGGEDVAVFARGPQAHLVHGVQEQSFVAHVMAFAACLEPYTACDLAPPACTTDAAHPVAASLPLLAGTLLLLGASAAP
# ATG4B inhibitor: ATG4B (human) cysteine protease inhibition. Q9Y4P1. ATG4B cleavage of LC3-PLA2, NBD-HPC fluorescence, 1 h. inhibition, % at 8.33 µM. hit rate 0.51% among 340,000. AID 504462; in the data active = inhibition above about 40%
# A3G deaminase: blocks human APOBEC3G single-stranded DNA deamination; recombinant A3G, ssDNA deamination FAM/TAMRA fluorescence; Q9HC16; hit rate 0.28% among 330,000; inhibition, % at 20 µM;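 active = inhibition of at least 40% at 20 µM, with no more than 30% in the related APOBEC3A deaminase screen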;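 note: plate controls were DMSO wells with A3G for no effect and wells lacking A3G enzyme for full effect; some compounds called inactive have numbers as strong as hits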
# MIN6 prolif: induces beta-cell replication in MIN6 cells; MIN6 cells proliferation, ATPlite luminescence, 48 h; cells starved in 0.2% serum; 100% = growth in 10% serum; proliferation, % at 10 µM; hit rate 0.29% among 330,000;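 active = compounds whose signal lies at least 3.5 SD above the mean of all wells on their plate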;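 note: 0% = DMSO-treated cells in low-serum medium and 100% = 10% serum control; some compounds called inactive have numbers as strong as hits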
# mIAP block: mouse IAP inhibition. inhibition, % at 10 µM. purified mouse IAP, CDP-Star luminescence, 30 min. AID 2806. hit rate 0.2% among 330,000;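 active = inhibition of at least 40% at 10 µM in the primary screen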;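 note: plate controls were DMSO with enzyme for no effect and no enzyme wells for full effect; values of inactives mirror those of a sister screen read the other way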
# APOBEC3A inh: human APOBEC3A DNA deaminase inhibition | P31941 | recombinant A3A, FAM/TAMRA ssDNA deamination fluorescence | inhibition, % at 20 µM | hit rate 0.41% among 330,000 | AID 493011;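 active = at least 40% inhibition at 20 µM here, with at most 30% in a related deaminase screen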;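 note: plate controls were A3A with DMSO for no effect and wells lacking A3A enzyme for full effect; some results filed as inactive read as strong as hits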
# Target sequence (P31941 whole entry, looked up): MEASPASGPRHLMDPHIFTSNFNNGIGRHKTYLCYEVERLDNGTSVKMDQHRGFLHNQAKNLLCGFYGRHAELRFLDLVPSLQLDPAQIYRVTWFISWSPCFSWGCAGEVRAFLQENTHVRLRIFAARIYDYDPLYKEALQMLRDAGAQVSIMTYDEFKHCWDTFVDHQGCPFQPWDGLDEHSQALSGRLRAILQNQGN
# hIAP act: increases human intestinal alkaline phosphatase activity; P09923; purified human IAP, CDP-Star luminescence, 30 min; active compounds read high; 1 = vehicle-only enzyme, 0 = enzyme-free background; activation factor at 10 µM; hit rate 0.16% among 330,000; AID 2524;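 active = activation factor of the enzyme at least 2-fold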; note: the source names both 10 and 20 µM as test concentration; values of inactives mirror those of a sister screen read the other way
# MPTP inh: blocks calcium-induced mitochondrial swelling | inhibition, % at 10 µM | hit rate 1.4% among 360,000 | isolated mouse mitochondria, Ca2+ swelling absorbance, 30 min;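 active = inhibition of 50% or more, scaled per plate between neutral and stimulator controls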;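 note: 0% = DMSO wells given calcium and 100% = 1 mM EGTA wells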
# * marks the source's active call; other numbers are inactive results; · = no result given.
1	Cc1cc(C)nc(/N=C(\N)Nc2ccc(S(=O)(=O)O)cc2)n1
2	COc1ccc2c(OC)cc(=O)n(C)c2c1
3	O=[N+]([O-])c1ccc(NC(=S)N2CCc3ccccc32)cc1
4	C/C(Cn1cnc([N+](=O)[O-])n1)=N\NC(=O)c1ccccc1O
5	CC(=O)Nc1nc(NC(=O)/C=C/c2ccccc2)n(-c2ccccc2)n1
6	COc1ccc(CCNC(=O)COC(=O)/C=C/c2ccc(OC)cc2OC)cc1
7	Cc1ccc(-c2nnc(-c3cccc(NC(=O)c4cccs4)c3)o2)cc1
8	CC(C)(C)c1cc(C(=O)O)nn1-c1ccccc1

assay / entry	1	2	3	4	5	6	7	8
mIAP activ	1	1.1	0.88	1	0.94	0.98	1	1
hIAP inh	-1	-15	-8	4	-14	-39	-4	20
ATG4B inhibitor	7	-1	-3	-4	4	-7	-23	-3
A3G deaminase	-2	-5	-2	7	-5	1	-3	-6
MIN6 prolif	1	1	-5	0	-2	-5	-3	0
mIAP block	-1	-14	12	-4	6	2	-1	-3
APOBEC3A inh	1	-1	2	2	0	0	0	-3
hIAP act	1	1.1	1.1	0.96	1.1	1.4	1	0.8
MPTP inh	-0.8	-1.9	22	-0.4	8.8	-0.5	0.8	19

# Reprinted from the part before: 4 compounds, then new ones.
5	CC(=O)Nc1nc(NC(=O)/C=C/c2ccccc2)n(-c2ccccc2)n1
6	COc1ccc(CCNC(=O)COC(=O)/C=C/c2ccc(OC)cc2OC)cc1
7	Cc1ccc(-c2nnc(-c3cccc(NC(=O)c4cccs4)c3)o2)cc1
8	CC(C)(C)c1cc(C(=O)O)nn1-c1ccccc1
9	Cc1ccc(OCCC(=O)OCC(=O)N2CCN(S(=O)(=O)c3ccc(C)cc3)CC2)cc1
10	CCc1nc(SCC(=O)O)c(C#N)cc1C
11	Cc1cccc(NC(=O)CSc2nc(=O)n3ccccc3n2)c1C
12	CC(OC(=O)/C=C/c1ccccc1Cl)C(=O)NC1CCCCC1C (stereo not drawn)
13	CCc1ccc(NC(=S)N2CCC(NC(=O)c3ccccc3OC)CC2)cc1
14	COc1cc(S(=O)(=O)NCc2cccnc2)c(OC)cc1Br
15	CCOC(=O)C(CSCC(=O)c1ccc(Cl)cc1Cl)NC(=O)OC(C)(C)C (stereo not drawn)
16	CCCSc1nnc(CSc2nc(C)cc(C)n2)n1C

assay / entry	5	6	7	8	9	10	11	12	13	14	15	16
mIAP activ	0.94	0.98	1	1	1	0.99	0.9	0.98	1	0.96	0.87	1.1
hIAP inh	-14	-39	-4	20	-16	-8	-3	-10	5	0	15	0
ATG4B inhibitor	4	-7	-23	-3	-15	3	-4	-6	2	-8	-12	-9
A3G deaminase	-5	1	-3	-6	-10	-5	-9	-10	-6	-5	-2	-6
MIN6 prolif	-2	-5	-3	0	2	0	-2	-5	-2	-1	-3	-4
mIAP block	6	2	-1	-3	-4	1	10	2	0	4	13	-13
APOBEC3A inh	0	0	0	-3	-1	-1	-1	1	-6	-2	-4	1
hIAP act	1.1	1.4	1	0.8	1.2	1.1	1	1.1	0.95	1	0.85	1
MPTP inh	8.8	-0.5	0.8	19	-0.4	-0.4	0.4	-0.3	-0.8	-0.6	-0.9	-3.1

17	CC(C)[C@H](NC(=O)NCc1ccc(F)cc1)C(=O)O
18	CC(=O)Nc1cccc(C(=O)NC(C)c2ccc(-n3ccnc3)cc2)c1 (stereo not drawn)
19	Cc1ccccc1/C=N/Nc1nc2ccccc2[nH]1
20	O=C(N/N=C\c1cccnc1)c1ccc(Br)s1
21	C=CCN1C=C2C(=O)C(C)(OC(=O)CCc3ccccc3)C(=O)C=C2C=C1c1ccc(C#N)cc1 (stereo not drawn)
22	O=C(CCCN1C(=O)/C(=C/c2ccccc2Cl)SC1=S)N1CCOCC1
23	COc1ccc(NC(=O)CCNC(=O)Cn2ccc3ccccc3c2=O)cc1OC
24	CN(C)S(=O)(=O)c1ccc(NC(=O)C2CCCN(C(=O)c3ccc(Cl)cc3)C2)cc1 (stereo not drawn)

assay / entry	17	18	19	20	21	22	23	24
mIAP activ	1.1	0.98	0.95	0.94	0.94	0.9	1	1
hIAP inh	-27	-15	-38	6	2	10	0	5
ATG4B inhibitor	-4	-7	-2	-3	-3	-7	-6	-5
A3G deaminase	-1	-8	-6	-8	9	4	-3	-2
MIN6 prolif	1	-1	-3	-3	-5	1	4	0
mIAP block	-10	2	5	6	6	10	-2	-1
APOBEC3A inh	4	-4	-2	-5	7	5	-3	-1
hIAP act	1.3	1.1	1.4	0.94	0.98	0.91	1	0.95
MPTP inh	0.3	4.4	2.6	-0.2	-1.3	-1.6	-0.3	-0.5

25	Cc1ccccc1C(=O)Nc1ccc2c(c1)OCO2
26	COc1ccc(-c2cc(C3CCN(c4ncccc4[N+](=O)[O-])CC3)[nH]n2)cc1
27	CC(C)CCNC(=O)C1CCN(S(=O)(=O)c2ccc3c(c2)CC(C)N3C(=O)C2CCC2)CC1 (stereo not drawn)
28	COc1cc(OC)cc(C(=O)NC(C(=O)Nc2ccc3c(c2)OCCO3)C(C)C)c1 (stereo not drawn)
29	Nc1c(N(CCC2=CCCCC2)C(=O)c2ccco2)c(=O)[nH]c(=O)n1Cc1ccccc1
30	Cc1n[nH]c(C)c1S(=O)(=O)N1CCCC(C(=O)Nc2ccc3c(c2)OCCO3)C1 (stereo not drawn)
31	O=C(/C=C/c1cccc([N+](=O)[O-])c1)N1CCN(c2ccccn2)CC1
32	O=C(c1ccccn1)N1CCCC(N2CCN(c3ccc(F)cc3)CC2)C1 (stereo not drawn)

assay / entry	25	26	27	28	29	30	31	32
mIAP activ	1	0.97	1.2	1.1	1.1	1	1	0.94
hIAP inh	-1	-12	-27	6	22	5	-6	-12
ATG4B inhibitor	-11	13	4	-9	0	·	-2	-3
A3G deaminase	-4	1	-4	2	10	-3	-5	-6
MIN6 prolif	-3	-1	-3	-3	-7	-1	-2	0
mIAP block	-4	3	-18	-10	-6	-3	-2	6
APOBEC3A inh	-5	2	2	3	3	0	2	-4
hIAP act	1	1.1	1.3	0.94	0.78	0.95	1.1	1.1
MPTP inh	19	-1.4	0.0	0.6	-2.1	·	1.0	-0.5

33	Cc1ccc2ncccc2c1NS(=O)(=O)c1ccccc1
34	CCOc1ccc(CN(C)c2ccc(S(=O)(=O)N3CCN(C)CC3)cc2[N+](=O)[O-])cc1OC
35	CCCCNC(=O)c1cc(-c2ccc(OC)cc2)on1
36	CCn1c(C(C)NC(=O)c2cccc(C)c2)n[nH]c1=S (stereo not drawn)
37	O=C(c1ccco1)N1CCN(C(c2ccccc2)c2nnnn2Cc2cccs2)CC1 (stereo not drawn)
38	Cc1ccc(N=Nc2c(C)[nH]n(-c3ccccc3)c2=O)cc1Br
39	O=C(CCl)N(Cc1ccccc1)c1ccccc1
40	Cc1cccc(N2CC(C(=O)O)CC2=O)c1C (stereo not drawn)

assay / entry	33	34	35	36	37	38	39	40
mIAP activ	0.97	1.1	0.98	1	1	0.89	0.95	0.95
hIAP inh	-2	-25	1	-1	-10	10	-16	2
ATG4B inhibitor	-5	-8	1	-3	-16	-2	-8	-1
A3G deaminase	27	0	-5	6	-3	-4	1	-5
MIN6 prolif	-1	-7	-1	0	0	0	-6	-3
mIAP block	3	-12	2	-4	-4	12	5	5
APOBEC3A inh	43*	0	-3	-4	-1	-4	3	2
hIAP act	1	1.3	0.99	1	1.1	0.9	1.2	0.98
MPTP inh	2.8	55*	-4.0	-0.8	-0.1	2.2	1.3	0.8

41	Cc1ccc2c(c1)N(S(=O)(=O)c1ccc(CN3C(=O)c4cccnc4C3=O)s1)CCO2
42	O=C(CSc1ncnc2ccccc12)NCCc1ccccc1
43	O=C(NCc1ccccc1)c1cccc(NS(=O)(=O)c2cccc3cccnc23)c1
44	CCCN1C(=O)C2(/C(=C(\O)c3ccc4c(c3)OCCO4)C(=O)C(=O)N2CCCOC)c2ccccc21 (stereo not drawn)
45	COc1ccc(-n2cnc3ccccc3c2=O)c([N+](=O)[O-])c1
46	Cc1ccccc1-c1noc(CCC(=O)NCC2CCCO2)n1 (stereo not drawn)
47	O=C(Cc1cccs1)Nc1cccc(-c2nc3ccccc3[nH]2)c1
48	COc1ccccc1CN(C)C(=O)c1ccc(COc2ccccc2)cc1

assay / entry	41	42	43	44	45	46	47	48
mIAP activ	0.91	1	0.92	1	0.9	0.93	1	0.95
hIAP inh	12	15	12	0	-11	9	13	10
ATG4B inhibitor	2	0	-7	-4	-4	6	-8	3
A3G deaminase	3	-2	-12	-2	2	11	-7	-8
MIN6 prolif	0	2	0	2	-3	-1	0	-5
mIAP block	9	-4	8	-2	10	7	-2	5
APOBEC3A inh	0	5	-7	2	14	44*	-4	-2
hIAP act	0.88	0.85	0.88	0.99	1.1	0.91	0.87	0.9
MPTP inh	0.6	0.2	0.4	-1.1	-2.6	-2.1	0.2	1.3

49	CC(C)c1ccc2[nH]c(O)c(N=NC(=O)c3ccc(CSc4nncn4C)cc3)c2c1
50	CC1(c2ccccc2)NC(=O)N(CC(=O)Nc2nc(-c3ccccn3)cs2)C1=O (stereo not drawn)
51	Nc1nc(SCc2ccc3c(c2)OCCO3)n[nH]1
52	CC(C)Oc1cc(NC(=O)CS(=O)CC(=O)Nc2cccc(C(F)(F)F)c2)c(Cl)cc1Cl (stereo not drawn)
53	COc1cc2cc(C)c(SCC(=O)N3CCOCC3)nc2cc1OC
54	COc1ccccc1CCNC(=O)C(=O)NCC1OCCN1S(=O)(=O)c1ccc(Br)cc1 (stereo not drawn)
55	CC(C)N1CCC(N2CCN(CC#Cc3ccccc3)CC2CCO)CC1 (stereo not drawn)
56	CCOC(=O)c1sc2ccc(S(=O)(=O)N3CCOCC3)cc2c1N

assay / entry	49	50	51	52	53	54	55	56
mIAP activ	0.95	0.94	0.97	0.99	1.1	1.1	0.96	0.85
hIAP inh	-6	-28	2	14	-16	1	5	12
ATG4B inhibitor	-2	-6	3	-20	0	-10	11	-6
A3G deaminase	-6	-8	-4	-6	-12	-7	-6	-5
MIN6 prolif	-3	-5	-2	-4	0	0	-1	-1
mIAP block	5	6	3	1	-9	-9	4	15
APOBEC3A inh	0	0	-4	-1	-2	-6	-1	1
hIAP act	1.1	1.3	0.97	0.86	1.2	0.99	0.95	0.88
MPTP inh	0.4	-0.4	-2.9	16	-1.1	1.7	-1.8	-0.4

57	CCCc1cc(=O)[nH]c(SCc2cc(Cl)ccc2OC(F)F)n1
58	O=C(NNC(=S)NC(=O)c1cccc([N+](=O)[O-])c1)c1ccc(Br)cc1
59	NS(=O)(=O)c1ccc(NC(=O)/C=C/c2ccc3c(c2)OCO3)cc1
60	O=C(OC1CCOC1=O)c1cc(-c2ccc(Br)cc2)nc2ccccc12 (stereo not drawn)
61	O=C(CSc1nncs1)Nc1nnc(-c2ccccc2)o1

assay / entry	57	58	59	60	61
mIAP activ	1.1	0.97	0.89	0.93	0.95
hIAP inh	5	-53	1	14	2
ATG4B inhibitor	57*	4	-1	-4	-2
A3G deaminase	-1	-3	-4	-2	-7
MIN6 prolif	-1	-3	0	-3	4
mIAP block	-6	2	11	7	5
APOBEC3A inh	2	0	-5	4	-3
hIAP act	0.95	1.5	0.99	0.86	0.97
MPTP inh	71*	0.9	-2.2	-2.4	-3.0
